From PubChem BioAssay
UHRF1 MBD2 ctr: blocks human UHRF1 binding to methylated DNA. Q96T88. UHRF1 binding to methylated oligo, TR-FRET. inhibition, % at 4.4 µM. actives 0.75% (n = 370,000); in the data active means inhibition above about 21%;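 further: UHRF1 SRA domain binding a hemimethylated CpG hairpin DNA probe; 0% = median of test compound wells and 100% = reference inhibitor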
PRMT1 FP inh: blocks human protein arginine methyltransferase 1; Q99873; recombinant PRMT1, activity-based probe fluorescence polarization; inhibition, % at 2.79 µM; actives 1.3% (n = 370,000); AID 652257;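 active means inhibition above about 21% made by adding two undisclosed values, limit read from the data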
KLK7 zymogen act: proKLK7 (human) activation, primary screen. actives 0.9% (n = 370,000). AID 652039. P49862. activation, % at 7 µM. purified proKLK7, EDANS-DABCYL substrate fluorescence; 100% is mature enzyme control, 0% vehicle;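 active means activation above the mean of all tested compounds plus 3 SD, computed per campaign excluding outliers beyond control limits, cut at about 13% in these data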
DDE Tn6 FP inh: DD(E)-Tn6 binding inhibition, primary FP screen. P02675. inhibition, % at 8.3 µM. Fibrin DD(E) TRITC-Tn6 fluorescence polarization displacement. actives 0.21% (n = 370,000);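 active means inhibition above a per-campaign cutoff: mean of compounds within control limits plus 3 SD, cut at about 15% in these data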;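 further: 0% = median of all compound wells on the plate and 100% = blocking peptide control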
Target sequence (P02675 whole entry, looked up): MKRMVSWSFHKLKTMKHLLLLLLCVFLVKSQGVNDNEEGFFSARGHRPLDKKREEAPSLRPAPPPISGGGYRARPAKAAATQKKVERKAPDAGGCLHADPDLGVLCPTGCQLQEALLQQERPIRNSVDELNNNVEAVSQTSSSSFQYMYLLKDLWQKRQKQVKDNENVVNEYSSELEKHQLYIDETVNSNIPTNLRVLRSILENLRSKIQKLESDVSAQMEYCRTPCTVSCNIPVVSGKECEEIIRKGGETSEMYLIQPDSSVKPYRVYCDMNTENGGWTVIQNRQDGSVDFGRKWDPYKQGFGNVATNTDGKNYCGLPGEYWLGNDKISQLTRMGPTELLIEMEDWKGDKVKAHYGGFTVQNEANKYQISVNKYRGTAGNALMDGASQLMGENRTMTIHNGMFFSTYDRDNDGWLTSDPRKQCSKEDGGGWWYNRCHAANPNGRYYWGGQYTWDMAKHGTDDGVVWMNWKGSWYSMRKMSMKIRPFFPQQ
DDE Tn7 FP inh: DD(E)-Tn7 binding inhibition, primary FP screen. actives 0.13% (n = 370,000). P02675. AID 720508. FP displacement of FITC-Tn7 peptide from fibrin DD(E); 0% = median of compound wells per plate. inhibition, % at 8.3 µM;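 active means inhibition above the mean of compounds falling within the control limits plus 3 SD of them, cut at about 14% in these data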;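 further: 0% = plate median of compound wells and 100% = 10 µM Aha-Tn7 peptide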
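Measure: % inhibition scaled between sample-field median and high-control FP; Test system: human fibrin DD(E); Quantity: 2 µM final DD(E) protein; Doses: one dose, 8.3 µM nominal; Schedule: compound with protein 10 min, then 3 h after probe, room temperature; Detection: fluorescence polarization; Medium: Tris buffer with calcium and detergent, pH 7.8.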
MBD2 DNA inh: inhibitors of human MBD2 binding to methylated oligonucleotide. Q9UBB5. TR-FRET. inhibition, % at 4.4 µM. actives 0.31% (n = 370,000). AID 686964; in the data active means inhibition above about 13%
LEDGF integ inh: blocks HIV-1 LEDGF/p75-dependent DNA integration; AID 743269; actives 0.64% (n = 370,000); TR-FRET IN-LEDGF/p75 DNA integration, Eu/Cy5; inhibition, % at 3.7 µM;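 active means inhibition above the screen-wide mean plus 3 SD, cut at about 13% in these data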;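 further: signal is the Cy5 over europium emission ratio at 671 and 618 nm; 0% = plate median of compound wells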
TDP2 inh: TDP2 (human) inhibition, absorbance primary screen | actives 0.34% (n = 370,000) | inhibition, % at 12.8 µM | recombinant TDP2, T5PNP hydrolysis, p-nitrophenol absorbance 415 nm | O95551;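 active means inhibition above the mean of all tested compounds plus 3 SD, set per campaign, cut at about 25% in these data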;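 further: 0% = DMSO with enzyme and 100% = buffer with substrate but no TDP2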
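System: recombinant human TDP2 / Amount: 120 nM TDP2 per well / Also added: 5 mM T5PNP chromogenic substrate / Doses: 12.8 µM single point, 1% DMSO / Incubation: 2 h at 37 °C / Detection: p-Nitrophenol epi absorbance / Evaluation: % inhibition relative to enzyme-containing and enzyme-free wells / Repeats: singlicate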
SIAE inh: human SIAE inhibition, primary screen; SIAE FP-Rh probe binding, fluorescence polarization; actives 0.69% (n = 370,000); inhibition, % at 9.66 µM; Q9HAT2; AID 1053197;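 active means inhibition above a cutoff: mean of compounds within the control limits plus 3 SD of those, cut at about 17% in these data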;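 further: 0% = plate median of compound wells and 100% = probe without SIAE protein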
Target sequence (Q9HAT2 whole entry, looked up): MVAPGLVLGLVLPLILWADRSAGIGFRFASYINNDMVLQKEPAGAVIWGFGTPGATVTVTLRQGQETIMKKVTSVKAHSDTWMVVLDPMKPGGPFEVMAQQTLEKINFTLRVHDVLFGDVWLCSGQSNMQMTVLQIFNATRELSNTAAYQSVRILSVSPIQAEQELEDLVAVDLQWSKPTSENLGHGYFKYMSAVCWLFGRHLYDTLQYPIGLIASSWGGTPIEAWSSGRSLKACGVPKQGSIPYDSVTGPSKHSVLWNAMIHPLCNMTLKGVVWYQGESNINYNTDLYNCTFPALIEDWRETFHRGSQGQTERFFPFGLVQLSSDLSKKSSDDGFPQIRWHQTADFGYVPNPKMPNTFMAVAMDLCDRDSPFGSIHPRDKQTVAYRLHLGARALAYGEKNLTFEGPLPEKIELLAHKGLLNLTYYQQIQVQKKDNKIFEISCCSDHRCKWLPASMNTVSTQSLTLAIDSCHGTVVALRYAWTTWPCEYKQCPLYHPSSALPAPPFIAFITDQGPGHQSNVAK
TCR CD3 inh: inhibitors of human TCR-CD3 interaction | TAMRA-labeled TCR probe fluorescence, biochemical | inhibition, % at 9.4 µM | actives 0.37% (n = 360,000); in the data active means inhibition above about 19%;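 further: recombinant mutant TCR 2C K166C tagged with TAMRA read by polarization; 0% = receptor in buffer alone and 100% = receptor with positive control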
* marks the source's active call; other numbers are inactive results. Outcome played no part in choosing rows, and some 4.6% of all compounds hit somewhere here.

DDE Tn7 FP inh | UHRF1 MBD2 ctr | MBD2 DNA inh | PRMT1 FP inh | SIAE inh | DDE Tn6 FP inh | TDP2 inh | LEDGF integ inh | KLK7 zymogen act | TCR CD3 inh | Structure
9.0 | 52.1* | 2.0 | 1.1 | -3.8 | 5.1 | -8.9 | -3.9 | -0.1 | 2.9 | OC12CC3C[C@H](C1)C(N1CCOCC1)[C@@H](C3)C2 (some centres not stated)
-0.9 | 2.1 | 4.3 | 2.0 | -5.4 | -8.6 | 0.8 | -0.6 | -0.1 | -5.8 | Cc1ccc(CS(=O)(=O)CCC(=O)NC2CC2)cc1
3.8 | -2.3 | -5.3 | -5.3 | -3.4 | 7.2 | 5.7 | 4.9 | 0.0 | 1.6 | CCN(CC)CCCn1c2c(c(SCC(=O)Nc3cccc(C)c3C)nc1=O)CCC2
-4.4 | 0.9 | -0.3 | -3.5 | -0.4 | 4.7 | 2.4 | 0.5 | 0.3 | 6.0 | COc1nc(Nc2ccc([N+](=O)[O-])cc2)nc(NC(C)C)n1
-11.6 | 0.9 | -5.9 | -3.1 | -4.2 | -1.1 | -4.2 | -0.3 | 0.2 | 0.3 | C/C(=N\NC(=O)c1ccc(Br)cc1)c1ccccc1
-2.0 | 2.2 | 0.0 | -8.6 | -4.8 | -6.0 | -12.4 | 5.5 | -4.0 | 3.6 | CCOC(=O)c1nn(-c2ccc(F)cc2)cc1O
0.4 | 3.6 | 3.2 | 3.9 | -1.4 | -0.4 | -4.5 | -3.3 | 0.0 | -1.8 | COc1ccccc1C1(CCN=Cc2ccc(N(C)C)cc2)CCOC(C)(C)C1 (configuration not stated)
-8.6 | -2.1 | -8.1 | -1.5 | 1.6 | 12.7 | -3.1 | 2.4 | -0.5 | 4.5 | Cc1ccc(N)cc1NC(=O)CN1CCOCC1
5.0 | 2.3 | 1.4 | -0.9 | -4.0 | 7.5 | 7.8 | 1.7 | 0.3 | -2.4 | Cc1ccc(NC(=O)Cc2noc3ccccc23)cc1
4.5 | 2.2 | 2.3 | -1.5 | -3.1 | -10.2 | -9.4 | 3.9 | 0.3 | 1.1 | COc1ccccc1N1CCN(C2CCCN(C(=O)CCC(C)=O)C2)CC1 (configuration not stated)
1.7 | -5.1 | 0.8 | -1.6 | -2.2 | -2.5 | 3.5 | -0.9 | -1.2 | 0.0 | CCOc1cccc2cc(-c3nnc(NCc4ccc5c(c4)OCO5)s3)c(=O)oc12
5.8 | -2.8 | -5.5 | -0.6 | 1.6 | 10.8 | 5.3 | -0.5 | 0.5 | 3.8 | COc1ccc(NC(=O)CC(Cc2ccccc2)C(=O)O)cc1 (configuration not stated)
-6.6 | 1.5 | 0.4 | -2.3 | -5.6 | -2.8 | -5.1 | 4.3 | -0.2 | -0.8 | CN(C)S(=O)(=O)c1cccc(NC(=O)Cn2cc(C(F)(F)F)cc(Cl)c2=O)c1
4.7 | -0.1 | -2.6 | 4.0 | -1.2 | -8.8 | -4.8 | 0.8 | -2.6 | -1.2 | COc1cccc(Cn2c3ccc(NC(=O)Cc4ccccc4C)cc3c(=O)n2C)c1
9.5 | -3.0 | -4.1 | 0.2 | 6.7 | -1.3 | -0.4 | -2.9 | -1.1 | -0.4 | O=C(COC(=O)[C@@H]1CCCN1S(=O)(=O)c1ccccc1F)Nc1ccc(OC(F)F)cc1
0.4 | 0.8 | 2.6 | 5.1 | -4.7 | 6.0 | -1.0 | -3.3 | -0.3 | -2.5 | Cn1ncc2c(=O)n(/N=C/c3ccccc3)cnc21
0.5 | 1.1 | -3.2 | -1.3 | -0.7 | -4.5 | -4.0 | -3.7 | 0.0 | -11.1 | O=C(NCc1ccccc1C(F)(F)F)C1CCC(=O)N(CCCc2ccccc2)C1 (configuration not stated)
8.0 | 5.0 | 2.0 | 1.4 | 1.1 | -2.6 | 6.8 | 0.2 | 0.3 | 8.9 | C#CCOCCOCCOCCNc1nc(N2CCN(C(=O)[C@H](CCC(=O)O)n3cc(C(N)[C@H](C)CC)nn3)CC2)nc(N2CCN(C(=O)[C@H](CCC(=O)O)n3cc(C(N)[C@H](C)CC)nn3)CC2)n1 (some centres not stated)
5.7 | -1.0 | -8.4 | -1.4 | 5.0 | -0.9 | 1.7 | 0.4 | 0.8 | 10.7 | COc1ccc(/C(O)=C2\C(=O)C(=O)N(CCN(C)C)C2c2cc(OC)c(OC)c(OC)c2)c(C)c1 (configuration not stated)
-3.8 | -2.2 | -1.0 | -1.5 | -11.3 | -6.9 | -13.7 | 3.3 | 0.2 | -0.5 | CC(=O)Nc1cc(-c2cccc(C(=O)N(C)C)c2)cn2c(-c3cccc(C(F)(F)F)c3)cnc12
0.6 | 4.8 | -3.5 | -2.4 | -0.5 | 6.1 | 12.3 | 2.2 | 0.2 | 5.7 | COCCCn1c(=O)c2ccccc2n(Cc2ccc(C)cc2)c1=O
5.7 | 3.4 | -1.0 | -1.2 | 6.3 | -1.4 | 9.1 | 7.3 | -0.3 | -8.6 | COc1ccc(CN2CCN(S(=O)(=O)c3ccc(NC(C)=O)cc3)CC2)cc1
13.2 | -1.0 | -3.3 | 1.2 | -2.6 | 5.2 | -4.1 | -0.7 | 0.5 | 0.7 | Cc1cccc(NC(=O)Cn2cnc3c(oc4ccccc43)c2=O)c1
3.2 | -0.8 | 3.4 | 1.2 | -14.3 | 1.2 | -4.5 | -2.0 | -3.3 | -4.4 | COc1ccccc1NC(=O)COC(=O)/C=C/c1ccc(OC)c(OC)c1
0.4 | -3.3 | 1.0 | -0.9 | 3.2 | 5.8 | -14.7 | 1.2 | -0.9 | 2.4 | COc1ccc2[nH]c(=O)c(CN(Cc3ccccc3)Cc3nnnn3CC3CCCO3)cc2c1 (configuration not stated)
2.8 | -16.2 | -3.6 | 15.4 | 6.6 | 0.7 | 3.0 | -2.3 | -0.1 | 6.7 | O=C(O)C(Cc1ccccc1)N1C(=O)/C(=C/c2cccs2)SC1=S (configuration not stated)
-0.8 | 3.9 | -2.6 | -0.3 | -12.6 | 1.0 | -6.5 | 2.2 | 0.8 | -2.8 | O=C(Cn1ncc2c3ccccc3n(Cc3ccccc3)c2c1=O)NCCN1CCOCC1
0.8 | -1.5 | 0.6 | 0.1 | 6.1 | 3.9 | -2.9 | -1.6 | 0.2 | 9.6 | CCN(Cc1ccc(OC)c(F)c1)C(=O)c1oc2ccccc2c1COC
7.5 | 2.0 | 2.7 | -1.8 | 10.4 | 0.9 | 12.4 | -2.7 | -0.5 | -1.1 | COCCCNC(=S)Nc1cccc2ncccc12
-1.2 | 14.3 | 5.9 | 2.3 | -6.6 | -5.8 | 8.4 | 0.2 | -0.4 | -2.5 | COc1cc(S(=O)(=O)N(Cc2ccccc2)Cc2ccccn2)ccc1-n1cnnn1

The closing two entries of the section above lead into the next:
DDE Tn7 FP inh | UHRF1 MBD2 ctr | MBD2 DNA inh | PRMT1 FP inh | SIAE inh | DDE Tn6 FP inh | TDP2 inh | LEDGF integ inh | KLK7 zymogen act | TCR CD3 inh | Structure
7.5 | 2.0 | 2.7 | -1.8 | 10.4 | 0.9 | 12.4 | -2.7 | -0.5 | -1.1 | COCCCNC(=S)Nc1cccc2ncccc12
-1.2 | 14.3 | 5.9 | 2.3 | -6.6 | -5.8 | 8.4 | 0.2 | -0.4 | -2.5 | COc1cc(S(=O)(=O)N(Cc2ccccc2)Cc2ccccn2)ccc1-n1cnnn1
-4.9 | 1.4 | 0.2 | -7.0 | -13.9 | -1.1 | -10.0 | 5.2 | -0.2 | 1.2 | CCOc1cc(N2CCOCC2)c(OCC)cc1NC(=O)COC(=O)c1ccccc1OC(F)F
-3.2 | -1.6 | 5.5 | 0.9 | -1.1 | 3.3 | 8.7 | -3.0 | -0.5 | -5.1 | O=C(NCc1ccco1)c1ccc(COc2cc(Cl)ccc2Cl)cc1
-5.3 | -0.9 | 0.4 | -1.7 | -5.8 | -5.1 | -6.5 | 3.5 | 0.3 | 3.4 | N#Cc1ccc(CSc2nnc(NC(=O)CN3C(=O)C4CC=CCC4C3=O)s2)cc1 (configuration not stated)
-10.1 | -0.8 | -7.2 | -1.3 | 0.7 | -2.4 | -1.9 | 1.3 | -0.4 | 2.4 | COC(=O)c1ccc(N(CC(=O)NC2CCCC2)C(=O)CNC(=O)c2ccco2)cc1
4.4 | 1.3 | 0.5 | 1.6 | -2.5 | 2.7 | 6.4 | -3.7 | 0.0 | -15.5 | O=C1c2ccccc2C(=O)N1CC(O)COc1ccccc1Cl (configuration not stated)
1.8 | 2.0 | 4.1 | 3.0 | 3.0 | -3.2 | 6.6 | 0.3 | -0.7 | 7.1 | CCOc1ccc(CC(=O)NCCc2cnc[nH]2)cc1
7.1 | -0.1 | 1.5 | 4.5 | -7.3 | -1.2 | -5.1 | 1.0 | 0.1 | 2.2 | Cn1cnnc1SCC(=O)NC1CCCCC1
-5.1 | 9.5 | -1.7 | -2.3 | -2.1 | -7.0 | -5.3 | 1.4 | 0.1 | -1.2 | O=C(COC(=O)/C=C/c1cccc(Cl)c1)NC1CC1
-3.1 | 0.8 | 2.1 | 2.1 | -2.6 | 2.5 | -9.0 | -5.0 | 0.1 | -5.5 | CCOc1ccccc1Nc1ccc2nonc2c1[N+](=O)[O-]
-6.0 | 0.1 | -3.5 | -3.6 | -7.2 | -1.5 | -31.4 | 5.7 | 9.7 | -1.7 | CCn1cc(S(=O)(=O)c2ccccc2)c(=O)c2cc(F)c(N3CCN(C)CC3)cc21
5.6 | -0.9 | -3.0 | 2.1 | 2.0 | 2.9 | 4.8 | -1.4 | 0.3 | 7.2 | CCCCN(C)CCC(=O)Nc1ccc(F)c(F)c1
-4.0 | -14.9 | -11.0 | -8.1 | 2.9 | 5.9 | 0.6 | -6.8 | 0.3 | -5.5 | S=C(NN=C(c1ccccc1)c1ccccn1)N(Cc1ccccn1)Cc1ccccn1
7.5 | 1.8 | -5.4 | -3.8 | -2.8 | -0.2 | 1.1 | 0.9 | 0.0 | 4.3 | CCc1ccc(NC(=O)c2ccc(C3SCC(=O)N3CCc3ccccc3)cc2)cc1 (configuration not stated)
5.4 | -2.7 | 0.1 | 3.0 | -7.1 | 6.6 | 5.9 | -0.8 | -0.9 | 3.0 | CC1(C)Cc2c(C#N)c(SCC(=O)c3ccccc3)nc(N3CCOCC3)c2CS1
-6.4 | -1.0 | 0.4 | -2.4 | 9.0 | 11.2 | -8.1 | -1.8 | -0.5 | 6.6 | CCn1c(Cc2cccs2)nnc1SCC(=O)Nc1ccc(OC)c(OC)c1
-1.5 | -0.7 | -2.1 | 13.3 | -1.5 | -7.0 | -3.9 | -3.9 | 0.3 | -5.3 | C=CCn1c(-c2ccc(Cl)cc2)c[nH]c1=S
3.0 | 3.2 | -2.8 | 4.0 | -4.3 | 0.2 | -8.2 | 3.0 | 3.2 | 3.5 | Cc1ccc2c(c1C)NC(=O)CC(c1ccccc1O)=N2
